GCN5L2 inh: blocks human GCN5L2 histone acetyltransferase; Q92830; GCN5L2 HAT assay, ThioGlo1 CoA-SH fluorescence; Potency, µM (highest dose often 58.9 µM), without a hit: at the highest dose activity change, negative = inhibition, usual class: inhibitors; actives 0.21% (n = 390,000); AID 504327
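Fluorescence readout, Ex340nm/Em540nm: ThioGlo1 (50uM final) reacts with free CoA thiol released as 20nM GCN5L2 acetylates H3(1-25) peptide (75uM) using acetyl-CoA (70uM). Compound and enzyme sat 15 min beforehand; 20 min room-temperature reaction.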
FEN1 inh: human FEN1 inhibition. P39748. Recombinant FEN1 flap cleavage, fluorescence, 15 min. Potency, µM (highest dose often 114 µM), for the others: at the top dose activity change, negative = inhibition, usual class: inhibitors. actives 0.35% (n = 390,000). AID 588795; note: nearly all actives have a fitted effect of over 65% in size
Target sequence (P39748 whole entry, looked up): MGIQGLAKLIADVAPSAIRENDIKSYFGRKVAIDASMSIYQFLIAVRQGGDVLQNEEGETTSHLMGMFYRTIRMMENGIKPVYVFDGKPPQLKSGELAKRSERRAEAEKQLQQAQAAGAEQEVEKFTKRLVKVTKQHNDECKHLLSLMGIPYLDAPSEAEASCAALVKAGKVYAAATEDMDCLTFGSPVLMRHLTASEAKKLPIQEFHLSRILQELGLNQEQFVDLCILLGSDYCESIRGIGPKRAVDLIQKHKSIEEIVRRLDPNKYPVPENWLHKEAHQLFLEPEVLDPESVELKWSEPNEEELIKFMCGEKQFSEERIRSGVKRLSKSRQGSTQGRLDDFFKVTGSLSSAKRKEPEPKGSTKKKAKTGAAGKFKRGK
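Enzyme 10 nM, 15 min RT preincubation with compound; start with substrate 50 nM final; reads at 0 and 15 min; qHTS titration, four-parameter Hill fit.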
N370S GC mod: inhibits or activates N370S mutant glucocerebrosidase | P04062 | N370S GC spleen homogenate, 4MU-glucoside fluorescence | Potency, µM (highest dose often 59.4 µM), for inactives: at the highest dose activity change, negative = inhibition, usual class: inhibitors | actives 0.092% (n = 330,000) | AID 2101;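 note: 0% = full enzyme activity and -100% = no enzyme basal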
Starred values were filed as active, the others as inactive; ? = inconclusive; nt = not tested or not shown; & = joins results of further samples; [ ] = remark or other dose. Calls come from the whole dose curve; as a rule, active = well fitted curve in the direction sought with a large enough effect; inconclusive = small, poorly fitted or top-dose-only effect, or another doubt; inactive = no such curve, though single readings can be large; an effect the other way counts as inactive or inconclusive. Unless noted, % is set by controls: 0 for no effect and ±100 for the full control effect; potency is the fitted concentration of half-maximal effect.

SMILES	GCN5L2 inh	FEN1 inh	N370S GC mod
Cc1cccc2cc(C3CC(c4ccco4)=NN3S(=O)(=O)c3ccccc3)c(Cl)nc12 (stereo not drawn)	-6%	4%	-8%
O=C(NC(Cc1ccccc1)C(=O)O)c1ccccc1 (stereo not drawn)	-2%	-5%	2%
Cc1ccc(/C=C/c2onc(C)c2S(=O)(=O)N2CCC(C(=O)N(CCC(C)C)Cc3ccco3)CC2)cc1	1%	-12%	nt
COc1cccc(C2Nc3c(F)cc(Br)cc3C3C=CCC32)c1OC (stereo not drawn)	-1%	-2%	6%
Nc1nc(-c2ccc3c(c2)CCO3)cs1	-3%	7%	-10%
COc1ccc(NC(=O)CCn2cnc3onc(-c4ccc(F)cc4)c3c2=O)cc1OC	3%	-3%	nt
COC(=O)Cn1c(C(=O)N2CCCC2)cc2c1C[C@H]1CN(C(=O)c3ccccc3)[C@@](Cc3ccc(F)cc3)(C(=O)OC)[C@@H]21	-4%	13%	2%&-6%
COc1cc(/C=N/NC(=O)C(N)=O)ccc1OC(=O)c1cccs1	-11%	8%	-8%
Cc1cccc(NC(=O)Nc2cccnc2)c1C	-4%	20%	-7%
COCCn1c(N)c(C(=O)Nc2sc3c(c2C(=O)OC)CCCC3)c2nc3ccccc3nc21	-18%	-4%	-1%
O=C(Nc1ccccn1)C1COc2ccccc2O1 (stereo not drawn)	-1%	-1%	5%
CCOc1cc(C(=O)Nc2c(C)ccc3nsnc23)cc(OCC)c1OCC	0%	-5%	4%
COc1ccc(NC(=O)C(Sc2ccccc2)c2ccccc2)c(OC)c1 (stereo not drawn)	-10%	-14%	14%
Cc1cccc(C)c1OCc1cc(C(=O)NCc2ccc(Cl)s2)no1	-9%	-13%	-5%
Cc1cc(C)nc(OC(=O)c2ccc(Cl)cc2Cl)n1	-22%	nt	1%
COc1cccc(-n2cc(C(=O)OCc3ccc(F)c(F)c3)c3ccccc3c2=O)c1	0%	15%	nt
CCOC(=O)c1cc2c(=O)n3ccccc3nc2n(C)c1=NC(=O)c1c(-c2ccccc2Cl)noc1C	3%	-4%	nt
COc1cccc(NC(=O)C(C)OC(=O)c2n[nH]c3ccccc23)c1 (stereo not drawn)	-9%	16%	nt
COc1ccc(C/C(C)=N/NC(=S)Nc2ccc(C)c(C)c2)cc1	-1%	-17%	-4%
CNCc1ccccc1Sc1cc(O)ccc1O	-13%	?	-7%
CCCC(=O)Nc1ccc(NC(=O)c2cc3ccccc3o2)c(OC)c1	1%	0%	?
CCN1C(=O)C(O)(c2c[nH]c3ccccc23)c2cc(Br)ccc21 (stereo not drawn)	-5%	-1%	nt
COc1ccc2c(CC(=O)NCc3cccs3)coc2c1	-9%	1%	6%
Cc1scc(CN2CCN(c3ccc(F)cc3)CC2)c1C	0%	-4%	nt
COc1ccc(CCC(=O)NCCCNC(=O)CCc2ccc(OC)cc2)cc1	0%	-2%	-10%

An excerpt from above in order of molecular weight, smallest number first.
SMILES	GCN5L2 inh	FEN1 inh	N370S GC mod
O=C(Nc1ccccn1)C1COc2ccccc2O1 (stereo not drawn)	-1%	-1%	5%
CNCc1ccccc1Sc1cc(O)ccc1O	-13%	?	-7%
O=C(NC(Cc1ccccc1)C(=O)O)c1ccccc1 (stereo not drawn)	-2%	-5%	2%
Cc1scc(CN2CCN(c3ccc(F)cc3)CC2)c1C	0%	-4%	nt
CCCC(=O)Nc1ccc(NC(=O)c2cc3ccccc3o2)c(OC)c1	1%	0%	?
COc1ccc(NC(=O)C(Sc2ccccc2)c2ccccc2)c(OC)c1 (stereo not drawn)	-10%	-14%	14%
COc1ccc(CCC(=O)NCCCNC(=O)CCc2ccc(OC)cc2)cc1	0%	-2%	-10%
CCOc1cc(C(=O)Nc2c(C)ccc3nsnc23)cc(OCC)c1OCC	0%	-5%	4%
COc1ccc(NC(=O)CCn2cnc3onc(-c4ccc(F)cc4)c3c2=O)cc1OC	3%	-3%	nt
Cc1cccc2cc(C3CC(c4ccco4)=NN3S(=O)(=O)c3ccccc3)c(Cl)nc12 (stereo not drawn)	-6%	4%	-8%
CCOC(=O)c1cc2c(=O)n3ccccc3nc2n(C)c1=NC(=O)c1c(-c2ccccc2Cl)noc1C	3%	-4%	nt
Cc1ccc(/C=C/c2onc(C)c2S(=O)(=O)N2CCC(C(=O)N(CCC(C)C)Cc3ccco3)CC2)cc1	1%	-12%	nt
COC(=O)Cn1c(C(=O)N2CCCC2)cc2c1C[C@H]1CN(C(=O)c3ccccc3)[C@@](Cc3ccc(F)cc3)(C(=O)OC)[C@@H]21	-4%	13%	2%&-6%

More structures:
SMILES	GCN5L2 inh	FEN1 inh	N370S GC mod
O=[N+]([O-])c1cccc(/C=C/C=N/Nc2nc(N3CCCCC3)nc(N3CCCCC3)n2)c1	-8%	-8%	5%
COC(=O)c1sc(S(=O)(=O)N2CCCCC2C(=O)O)c(C(=O)OC)c1C (stereo not drawn)	-5%	4%	15%
Cc1nn(-c2ccccc2)c2sc(C(=O)N3CCc4ccccc4C3)cc12	-5%	-9%	27%
O=C(C1CCCC1)N(c1ccccc1)C1C=CS(=O)(=O)C1 (stereo not drawn)	-3%	0%	-11%
ClC(/C=N/n1cnnc1)=C/c1ccccc1	-13%	11%	0%
Cc1cc(C)cc(OCC(=O)Nc2cccc3cccnc23)c1	1%	7%	nt
CCc1cnc2c(c1SCCC(C)C)c(=O)n(C)c(=O)n2C	2%	-15%	nt
Clc1ccc(-c2cn3c(n2)CCC3)cc1	0%	-5%	5%
COc1cccc(C(=O)Nc2c(C(=O)NC(C)(C)C)oc3ccccc23)c1	-8%	1%	nt
COc1ccc(CCNC(=O)NC23CC4CC(CC(C4)C2)C3)cc1OC	2%	27%	10%
Cc1ccccc1C(=O)Nc1nnc(SCc2cc(=O)n3ccccc3n2)s1	-3%	0%	nt
C#CCOCCOCCOCCNc1nc(N2CCN(C(=O)Cn3cc(CC(C)O)nn3)CC2)nc(N2CCN(C(=O)[C@H](CCCCN)n3cc(CCC(=O)O)nn3)CC2)n1 (stereo partly drawn)	-2%	-9%	4%
CCOc1ccc2cc(C(=O)NCc3ccccc3)c(=N)oc2c1	-4%	-17%	?
O=C(O)/C(=C/c1cccnc1)NC(=O)c1ccccc1	-4%	1%	-2%
O=C(O)C1CN(CCCP(=O)(O)O)CCN1 (stereo not drawn)	?	nt	-2%
CC(Sc1nnc(-c2cccnc2)n1-c1ccccc1F)C(=O)N1CCCc2ccccc21 (stereo not drawn)	-7%	nt	-8%
COc1ccc(OC)c(NC(=O)CSC2=NN3CCCC(=O)N=C3S2)c1	-1%	-1%	-5%
CCOC(=O)CN1CCC(c2cc(-c3ccc(Cl)cc3)n[nH]2)CC1	-4%	32%[activator]	-2%
O=C(N=C1c2ccccc2CN1c1ccc(F)c(F)c1)c1cccnc1	-7%	3%	-1%
CN(CC(=O)Nc1ccccc1C(=O)NC1CC1)Cc1ccc(Cl)s1	1%	11%	nt
CCC(=O)N(Cc1cc(=O)[nH]c2ccccc12)c1cccc(C)c1	-2%	6%	2%
CC(=O)NC12CC3CC(C1)CC(C(=O)Nc1nc4c(C)cccc4s1)(C3)C2	-3%	-14%	2%
CCCCC(C(=O)NC1CCCC1)N(Cc1ccco1)C(=O)Cn1nnc(-c2ccc(F)cc2)n1 (stereo not drawn)	-6%	2%	8%
c1cn(-c2ccnc(-c3ccc4c(c3)OCO4)n2)cn1	-9%	nt	-9%
Cc1cccc(N2CCN(C(=O)c3ccccc3SCC(=O)N3CCCC3)CC2)c1C	0%	-3%	nt
(next part)
SMILES	GCN5L2 inh	FEN1 inh	N370S GC mod
CCN1C(=O)[C@H]2[C@@H](c3ccc(C)cc3)N3C(=O)N(c4cccc(Br)c4)C(=O)[C@@]3(CC(C)C)[C@H]2C1=O	-9%	-4%	-19%
O=C1CC(NCc2ccccc2F)C(=O)N1c1ccccc1 (stereo not drawn)	-6%	-7%	-2%
CN1C(=O)C(O)(CC(=O)c2ccncc2)c2ccccc21 (stereo not drawn)	-10%	-1%	-4%
O=C1c2ccccc2NC(c2ccccn2)N1NS(=O)(=O)c1ccccc1 (stereo not drawn)	0%	7%	1%
COc1ccccc1C(=O)NC(=S)Nc1ccc(N2CCOCC2)c(Cl)c1	-8%	-9%	1%
Cc1ccccc1-n1c(SCC(=O)O)nc2sc3c(c2c1=O)CCCC3	-11%	-4%	-1%
Cc1ccc(N=CC=C2OC(C)(C)C(C)(C)O2)c(C)c1	1%	-3%	6%
COCCN(CCOC)c1ncnc2c1cnn2-c1ccc(Cl)cc1	-22%	-12%	6%
Cc1nc(-c2ccccc2)sc1-c1ccc(SCC(=O)NCc2ccccc2)nn1	-9%	-2%	nt
O=C(OCC(=O)c1ccccc1)C1=NN(c2ccccc2)C(=O)CC1	-2%	1%	nt
CCO[C@H]1OC(C(=O)NCc2nc3ccccc3[nH]2)=C[C@@H](C)[C@@H]1CCCO	-3%	-16%	-2%
OC1OC[C@@H](O)[C@@H](O)[C@@H]1O (stereo partly drawn)	5%	nt	-5%
CC1=CC(C)C(C(=O)O)C(C(=O)O)C1 (stereo not drawn)	-6%	-13%	7%
O=C(CNC(=O)c1ccccc1F)N/N=C/c1ccco1	-6%	21%	-12%
Cc1ccc2cc(CN(C)C(=O)c3cccc(Cl)c3)c(=O)[nH]c2c1	-4%	-1%	nt
Cc1noc(C)c1NC(=O)N(C)C[C@H]1Oc2ccc(NC(=O)NC(C)C)cc2C(=O)N([C@H](C)CO)C[C@H]1C	-3%	14%	nt
O=C(NNC(=O)C1CCC(C(=O)NNC(=O)c2cccs2)CC1)c1cccs1 (stereo not drawn)	-3%	3%	-22%
Cc1ccc(/C=N/NC(=O)c2cccc(S(=O)(=O)Nc3cccc(Cl)c3)c2)o1	-10%	14%	-2%
COc1cc(CN2CCN(C(=O)c3cccc4ccccc34)CC2)cc(OC)c1O	-4%	-4%	-4%
O=C(OCc1ccccc1Cl)c1ccc(-n2cnnc2)cc1	0%	-10%	2%
Cc1ccc(C)c(N2CCN(C(=O)c3cccn3-c3nnc(N4CCCCC4)s3)CC2)c1	-7%	-18%	nt
CC(C)Oc1ccccc1NC(=O)CSc1nccn1C	-2%&3%	1%&-11%	3%
CCOC(=O)CSc1nc2sc3c(c2c(=O)n1-c1ccccc1)CCC(C(C)(C)C)C3 (stereo not drawn)	-1%	1%	nt
CCn1nc(C(=O)OCC(=O)c2ccc3c(c2)OCCO3)c2ccccc2c1=O	-3%	-14%	0%
COC(=O)c1ccc(C(=O)OC)c(NC(=S)N2CCN(c3ccc(F)cc3)CC2)c1	-9%	1%	9%
Continued.
SMILES	GCN5L2 inh	FEN1 inh	N370S GC mod
O=S(=O)(/C(=C/c1ccc(C(F)(F)F)cc1)c1nc2ccccc2[nH]1)c1ccccc1	-1%	13%	-3%
COC(=O)c1ccccc1NC(=O)NC1CCC(C)CC1 (stereo not drawn)	-1%	20%	20%
CSCC[C@H](NC(=O)C1CCCC1)c1nc2ccccc2[nH]1	3%	2%	1%
O=C(O)CNS(=O)(=O)c1ccc(Br)s1	-2%	-2%	-1%
Cn1c(-c2ccc(Br)cc2)cnc1NCc1cccnc1	2%	0%	3%
CNc1ccc(C(=O)c2ccccc2C(=O)O)cc1[N+](=O)[O-]	-22%	16%	1%
O=C(CC1N=C2c3ccccc3N=C(SCc3ccccc3F)N2C1=O)NCc1ccc2c(c1)OCO2 (stereo not drawn)	-9%	-23%	nt
Cc1ccc(C(=O)Nc2ccc(C(=O)NCC3CCCO3)cc2)cc1 (stereo not drawn)	0%	0%	-6%
CC1CC(=O)Nc2ccccc2S1(=O)=O (stereo not drawn)	nt	4%	-1%
Cc1ccc(S(=O)(=O)NNC(=S)Nc2ccc(Cl)cc2)cc1	-5%	-1%	-2%
CN1CC=C2C(C#N)=C(N)C(C#N)(C#N)C(Cc3ccccc3)C2C1 (stereo not drawn)	-3%	-1%	-1%
Cc1oc(-c2ccccc2F)nc1CS(=O)(=O)CC(=O)NC1CCCC(C)C1C (stereo not drawn)	-5%	18%	16%
Cn1cc(Br)c(C(=O)N/N=C/c2cccc(OC3CSC3)c2)n1	3%	-11%	15%
CCCN(CC(=O)Nc1ccccc1OC)C(=O)c1ccncc1	1%	-9%	2%
O=C(Nc1cccc(S(=O)(=O)N2CCOCC2)c1)c1cccc(S(=O)(=O)N2CCCC2)c1	-1%	-1%	-18%
CC1CN(C(=O)COC(=O)c2ccc(F)cc2Cl)CC(C)O1 (stereo not drawn)	-8%	7%	-17%
CCOc1ccc(C2Nc3cccc4cccc(c34)N2)cc1OC	-3%	10%	6%
COC(=O)Cn1c(=O)c2c(nc3n2CCCN3CCc2ccccc2)n(C)c1=O	-20%	7%	-3%
CCCCCSc1nc2c(c(=O)[nH]c(=O)n2C)n1C(C)C	-6%	-16%	16%
O=C(Nc1ccccc1)N1CCCN(c2ccc(C(F)(F)F)cn2)CC1	-3%	-11%	5%
COc1ccc(S(=O)(=O)N2CCCCC2)cc1NCC(=O)Nc1ccc(C)cc1	-20%	0%	14%
O=C(Cn1cnc2onc(-c3ccc(F)cc3)c2c1=O)N1CCN(c2ccc(F)cc2)CC1	-5%	4%	nt
CCc1ccc(S(=O)(=O)c2nnn3c2nc(NC(C)C)c2cc(Cl)ccc23)cc1	-6%	3%	nt
CCCn1c(=O)c(C(=O)NCc2ccccc2)c(O)c2ccccc21	2%	7%	-2%

Source: PubChem BioAssay (National Center for Advancing Translational Sciences (NCATS))
